# Screens: PubChem, several laboratories
# SR-BI DiI-HDL act – activators of SR-BI mediated HDL lipid uptake | CHO ldlA[mSR-BI] cells, DiI-HDL uptake fluorescence, 3 h; 100 = double the neutral-control signal | activation, % at 12.5 µM | 320,000 tested, 0.096% active | AID 504775;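 active means mean replicate activation of at least 60% and every replicate at or above 60%; inconclusive means mean or all-replicate condition met, but not both; inactive means mean below 60% and not all replicates reaching 60%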;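 further: 0% = median plate neutral-control signal and 100% = twice that signal; values of inactives mirror those of a sister screen read the other way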
#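 Material: SR-BI-overexpressing, LDLR-lacking CHO cells | Dosing: Single compound concentration, delivered by pin transfer | Probe or stimulus: Labelled HDL, 10 µg/mL | Signal: Bottom-read cell fluorescence after medium removal, ex 550/em 595 nm | Schedule: 3 h, 37 °C | Evaluation: HDL uptake via cellular fluorescence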
# PvdQ inh – blocks Pseudomonas aeruginosa PvdQ acylase activity; purified PvdQ acylase, fluorescence plate reader; inhibition, % at 10 µM; 340,000 tested, 0.063% active; in the data active means inhibition above about 30%, passing the limit was not always enough; inconclusive means no clear call, values can overlap the other calls;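 further: 0% = vehicle neutral wells and 100% = reference inhibitor wells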
# SR-BI HDL uptake – mouse SR-BI HDL lipid transfer inhibition; Q61009; ldlA[mSR-BI] CHO cells, DiI-HDL uptake fluorescence, 3 h; inhibition, % at 12.5 µM; 320,000 tested, 0.96% active; AID 488896;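 active means mean replicate inhibition of at least 70% and a set share of replicates each scoring 70 or more; inconclusive means meets just one of the two criteria; inactive means fails both criteria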;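 further: 0% = median of neutral control wells and 100% = median of positive control wells; values of inactives mirror those of a sister screen read the other way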
# Keap1 Nrf2 FP – Keap1-Nrf2 (human) interaction inhibition; Q14145; inhibition, % at 9.4 µM; 340,000 tested, 0.15% active; Keap1 Kelch-Nrf2 peptide fluorescence polarization, 1536-well; in the data active means inhibition above about 12%; inconclusive means no clear call, values can overlap the other calls; inactive means below about 7.3%;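 further: human Keap1 Kelch domain with fluorescein labeled Nrf2 9mer peptide probe; 0% = neutral control wells and 100% = peptide positive control; higher means more block of Keap1 binding to Nrf2 peptide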
# DAGLB inhibitor – diacylglycerol lipase beta (human) inhibition; Q8NCG7; HEK293T DAGLB membrane lysate, EnzChek fluorogenic substrate; inhibition, % at 5.17 µM; 340,000 tested, 0.059% active; in the data active means inhibition above about 34%;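 further: 0% = enzyme with vehicle and 100% = wells lacking enzyme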
# NSD2 inh – inhibitors of human histone methyltransferase NSD2 | 310,000 tested, 0.54% active | inhibition, % at 12.5 µM | O96028 | AID 743445 | NSD2 peptide methylation, AlphaScreen, 120 min; in the data active means inhibition above about 50%
# LANA DNA inh – blocks KSHV LANA C-terminal domain binding to DNA | 340,000 tested, 0.078% active | inhibition, % at 9 µM | MBP-C-LANA/FAM-LBS DNA binding, fluorescence polarization;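 active means highest replicate inhibition at or above 60% at 9 µM, even if other replicates fall short; inactive means all replicates below 60% inhibition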;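 further: 0% = neutral control wells and 100% = 4 µM acridine orange control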
# PKA-R2B act – activates the human PKA-R2B holoenzyme complex | P22694+P31323 | PKA-R2B holoenzyme dissociation, Cy5-IP20 fluorescence polarization; R2B truncated from residue 108, S112A mutant; 0% DMSO only, 100% 113 µM cGMP | activation, % at 11.4 µM | 340,000 tested, 0.079% active;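 active means activation above a cutoff set at the mean over all compounds plus 3 SD, cut at about 18% in these data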;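 further: higher means more holoenzyme dissociation and a rise in polarization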
# Arrestin-AP2 inh – blocks beta-arrestin peptide binding to AP2 adaptin | FITC-arrestin peptide / GST-AP2 beads, flow cytometry; AP2 beta2 appendage carries R879A mutation | inhibition, % at 10 µM | 340,000 tested, 0.31% active | AID 504490;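 active means inhibition above a set limit, near 3 SD of compounds lacking own fluorescence, cut at about 54% in these data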;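 further: plate controls were DMSO wells for no effect and 5 µM unlabelled arrestin peptide for full effect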
#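 System: GST-AP2 R879A glutathione beads | Also added: FITC-arrestin peptide, 50 nM | Times: 12 min plus 1 h, RT | Signal: Bead flow cytometry, FITC channel | Buffer or medium: PBS with 0.05% Tween 20 and 0.1% BSA | Read-out basis: Percent drop in bead-associated FITC signal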
# Cardiac RTF inh – cardiac RTF calcium desensitization; 340,000 tested, 0.12% active; P19429+P45379; inhibition, % at 7.15 µM; AID 493244; IANBD-labeled cardiac RTF, Ca2+ fluorescence;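 active means inhibition above the mean inhibition of all tested compounds plus 3 SD, cut at about 17% in these data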;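 further: assay run at fixed EC70 calcium of 1.6 mM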
# * = called active by the depositor; ? = inconclusive; · = no result given.
cpd	structure	SR-BI DiI-HDL act	PvdQ inh	SR-BI HDL uptake	Keap1 Nrf2 FP	DAGLB inhibitor
1	CC(C)CCNC(=O)c1cccc(S(=O)(=O)N2CCc3ccccc32)c1	-11.0	-2.5	11.0	4.7	-5.0
2	O=C(CSC1=NCCS1)N1CCc2ccccc21	6.5	-3.0	-6.5	-2.6	-2.6
3	O=C(CCc1c[nH]c2ccccc12)N=Nc1c(O)[nH]c2ccccc12	4.1	0.7	-4.1	-3.2	2.4
4	CCC1CCC(N2CCN(c3cccc(OC)c3)CC2)CC1 (configuration not stated)	·	-11.7	·	-1.8	-1.5
5	O=C1CC(NCc2ccncc2)C(=O)N1c1ccccc1 (configuration not stated)	6.4	-7.2	-6.4	-0.4	0.1
6	Cc1ccc(S(=O)(=O)NC(C)(C)CSc2nncn2C)cc1	6.6	-9.2	-6.6	2.0	-0.7
7	CN(CC(=O)NCCc1ccc(F)cc1)Cc1cccc(Cl)c1	12.2	-5.1	-12.2	0.9	-2.8
8	Cc1ccc(C2c3c(oc4ccccc4c3=O)C(=O)N2CCCN2CCOCC2)o1 (configuration not stated)	11.9	-10.9	-11.9	-0.3	2.7
9	COc1ccc(C(=O)OCC(=O)NCc2ccco2)cc1S(=O)(=O)N1CCN(c2cccc(Cl)c2)CC1	-72.3	-4.9	?	-4.8	1.1
10	COc1ccc(/C=C/C(=O)NC(=S)NNC(=O)Cc2cccs2)cc1OC	-26.8	7.7	26.8	0.4	-0.1
11	CCCc1cc(C(=O)NNC(=S)NCc2ccccc2)cs1	16.5	-6.9	-16.5	-4.9	-1.1
12	Cc1snc2sc(C(=O)c3ccc(Br)cc3)c(N)c12	-4.3	-15.4	4.3	-1.9	1.6
13	NC1CCCCC1N=Cc1c(O)n(CCc2ccc(F)cc2)c(=O)[nH]c1=O (configuration not stated)	·	-24.9	19.4	-2.7	-1.7
14	COc1ccc(/C=N/NC(=O)c2cc(C34CC5CC(CC(C5)C3)C4)[nH]n2)cc1O	-24.8	-11.9	24.8	-6.6	2.5
15	COc1ccc(S(=O)(=O)N2CCc3ccccc32)cc1OC	20.7	9.1	-20.8	-0.1	-1.4

cpd	NSD2 inh	LANA DNA inh	PKA-R2B act	Arrestin-AP2 inh	Cardiac RTF inh
1	-2.9	-1.0	6.8	-1.2	-7.3
2	·	-0.3	-2.8	-9.9	-6.5
3	-4.8	-0.8	3.6	-1.5	-12.5
4	7.9	0.9	3.3	-0.3	1.8
5	-2.6	-0.9	-10.6	0.4	7.3
6	·	-0.1	3.4	1.2	1.6
7	7.2	-3.8	-10.1	-11.3	5.0
8	1.4	0.3	3.2	8.4	7.6
9	-4.4	-0.4	7.3	0.1	-4.7
10	-1.5	1.9	-10.1	24.5	-0.1
11	-1.6	-0.2	-10.1	-17.3	-5.9
12	·	0.9	-5.5	-4.9	-4.0
13	-4.8	-0.1	-6.2	12.6	2.3
14	2.6	0.9	-4.8	5.7	-6.6
15	-2.3	-2.8	3.9	20.1	0.5

# (next part)
cpd	structure	SR-BI DiI-HDL act	PvdQ inh	SR-BI HDL uptake	Keap1 Nrf2 FP	DAGLB inhibitor
16	COc1cccc(-c2ncc3ccccc3c2COC(=O)CCCC(=O)O)c1	8.0	0.7	-8.0	-8.9	0.5
17	c1ccc(-c2ccccc2OCCN2CCCCC2)cc1	11.5	-15.1	-11.5	1.2	-4.6
18	C(=C\c1nc(N2CCCCCC2)c2ccccc2n1)/c1ccccc1	-11.4	6.7	11.3	-0.1	-15.7
19	COc1ccccc1NC(=O)c1nnn(Cc2ccccc2)c1NC(C)=O	-22.0	-10.1	22.0	3.8	-0.9
20	Cc1sc2nc(C)n(/N=C/c3ccc(O)cc3)c(=O)c2c1C	13.5	7.2	-13.5	-0.9	-2.6
21	O=C(CC1CCCCC1)NCCCN1CCOCC1	1.5	-8.4	-1.5	0.7	0.4
22	COc1cccc(CNC(=O)c2ccc(Cl)c(NC3=NC4CS(=O)(=O)CC4S3)c2)c1 (configuration not stated)	-4.7	-5.9	4.7	-1.4	3.5
23	CCN(CC)c1ccc(/C=N/NC(=O)CNC(=O)C2COc3ccccc3O2)c(O)c1 (configuration not stated)	-53.1	6.9	53.1	6.7	6.5
24	COc1ccccc1-n1c(=O)c(C#N)c(-c2ccc([N+](=O)[O-])cc2)c2cc(C(=O)c3ccccc3O)cnc21	1.7	0.0	-1.7	-9.7	14.6

cpd	NSD2 inh	LANA DNA inh	PKA-R2B act	Arrestin-AP2 inh	Cardiac RTF inh
16	·	2.4	-12.1	-0.6	-19.7
17	3.9	0.1	9.5	-9.8	-3.2
18	0.1	0.3	0.1	-0.2	-11.4
19	-0.1	0.5	-0.9	-5.6	2.3
20	0.3	0.3	-5.1	-1.9	-3.1
21	·	-1.4	2.6	-9.2	-13.4
22	·	-2.1	3.9	7.5	-2.5
23	6.9	6.7	5.1	14.4	-4.2
24	-3.8	-0.7	1.8	5.8	4.0

# Filtered by structure, those above with a halogen.
cpd	structure	SR-BI DiI-HDL act	PvdQ inh	SR-BI HDL uptake	Keap1 Nrf2 FP	DAGLB inhibitor
7	CN(CC(=O)NCCc1ccc(F)cc1)Cc1cccc(Cl)c1	12.2	-5.1	-12.2	0.9	-2.8
9	COc1ccc(C(=O)OCC(=O)NCc2ccco2)cc1S(=O)(=O)N1CCN(c2cccc(Cl)c2)CC1	-72.3	-4.9	?	-4.8	1.1
12	Cc1snc2sc(C(=O)c3ccc(Br)cc3)c(N)c12	-4.3	-15.4	4.3	-1.9	1.6
13	NC1CCCCC1N=Cc1c(O)n(CCc2ccc(F)cc2)c(=O)[nH]c1=O (configuration not stated)	·	-24.9	19.4	-2.7	-1.7
22	COc1cccc(CNC(=O)c2ccc(Cl)c(NC3=NC4CS(=O)(=O)CC4S3)c2)c1 (configuration not stated)	-4.7	-5.9	4.7	-1.4	3.5

cpd	NSD2 inh	LANA DNA inh	PKA-R2B act	Arrestin-AP2 inh	Cardiac RTF inh
7	7.2	-3.8	-10.1	-11.3	5.0
9	-4.4	-0.4	7.3	0.1	-4.7
12	·	0.9	-5.5	-4.9	-4.0
13	-4.8	-0.1	-6.2	12.6	2.3
22	·	-2.1	3.9	7.5	-2.5
